From PubChem
TRPC4 potent = positive allosteric modulators of TRPC4, primary screen, cell-based, mouse TRPC4beta, HEK293 mu-opioid, Fluo-4 calcium; Short transient receptor potential channel 4 (Mus musculus), Q9QUQ5; DAMGO EC20, Fluo-4 Ca2+ flux; active compounds read high; AID 2227, 2009; hit rate 0.42% among 310,000; B-score at 10 µM;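 active = B-score of calcium response area above 5 SD of library B-scores, with initial fluorescence ratio within 5 SD of library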;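 also: B-score of integrated fluorescence ratio over time as area under calcium response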
Dyrk1A ADPGlo = rat Dyrk1A kinase inhibitors, primary screen, biochemical, single point, plate reader; inhibition, % at 12.5 µM; AID 504441, 2011; Dual specificity tyrosine-phosphorylation-regulated kinase 1A (Rattus norvegicus), Q63470; hit rate 0.43% among 310,000; ADP-Glo luminescence, NFATc1 peptide; in the data active = inhibition above about 50%;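 also: plate controls were vehicle with enzyme for no effect and no enzyme for full effect; many of its hits are not listed in these tables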
KCNK9 block = KCNK9 potassium channel inhibitors, primary screen, HEK293 cells, thallium flux | Potassium channel subfamily K member 9 (Homo sapiens), Q9NPC2 | FluxOR thallium flux fluorescence; active compounds read low | B-score at 10 µM | hit rate 1.2% among 310,000 | AID 488922, 2010;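 active = ratio B-score over 3 SD below the library mean, with starting fluorescence within 5 SD of its mean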;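 also: negative B-score means less thallium flux so channel inhibition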
KCNK3 inh = human KCNK3 channel inhibitors, primary screen, CHO cells, FluxOR thallium flux, B-score; B-score at 10 µM; AID 602410, 2012; hit rate 0.84% among 340,000; Potassium channel subfamily K member 3 (Homo sapiens), O14649; FluxOR fluorescence; active compounds read low;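 active = B-score under library mean minus 4 SD, starting fluorescence ratio at most library mean plus 5 SD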;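 also: more negative B-score means stronger inhibition of thallium flux through KCNK3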
TRPC4 agonist = activators of mouse TRPC4 channel, primary screen, Fluo4 calcium, HEK293 TRPC4beta/mu-opioid cells | Short transient receptor potential channel 4 (Mus musculus), Q9QUQ5 | Fluo4 calcium fluorescence; active compounds read high | B-score at 10 µM | hit rate 0.49% among 310,000;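 active = B-score above 5 SD of library B-scores, and initial fluorescence ratio not above library mean plus 5 SD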;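 also: positive B-score marks a calcium rise read as TRPC4 activation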
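system = HEK293 cells stably co-expressing mouse TRPC4beta and mu-opioid receptor | schedule = Fluo4 dye loading 45 min at room temperature, 110 s recording | measure = B-scored integrated calcium fluorescence ratio | signal = Fluo4 calcium-sensitive dye fluorescence, kinetic, 1 Hz baseline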
KCNQ1 inh = inhibitors of human KCNQ1 channel, primary screen, cell-based, thallium flux, high-throughput. CHO-K1 KCNQ1, FluxOR thallium flux fluorescence; active compounds read high. hit rate 1.3% among 310,000. B-score at 10 µM. AID 2642, 2010. Potassium voltage-gated channel subfamily KQT member 1 (Homo sapiens), P51787;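 active = compounds whose thallium flux B-score, printed positive for inhibition, exceeds three library SD while starting fluorescence stays within three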;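 also: channel opened by potassium depolarization with thallium stimulus after 20 min compound exposure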
Target sequence (P51787 whole entry, looked up): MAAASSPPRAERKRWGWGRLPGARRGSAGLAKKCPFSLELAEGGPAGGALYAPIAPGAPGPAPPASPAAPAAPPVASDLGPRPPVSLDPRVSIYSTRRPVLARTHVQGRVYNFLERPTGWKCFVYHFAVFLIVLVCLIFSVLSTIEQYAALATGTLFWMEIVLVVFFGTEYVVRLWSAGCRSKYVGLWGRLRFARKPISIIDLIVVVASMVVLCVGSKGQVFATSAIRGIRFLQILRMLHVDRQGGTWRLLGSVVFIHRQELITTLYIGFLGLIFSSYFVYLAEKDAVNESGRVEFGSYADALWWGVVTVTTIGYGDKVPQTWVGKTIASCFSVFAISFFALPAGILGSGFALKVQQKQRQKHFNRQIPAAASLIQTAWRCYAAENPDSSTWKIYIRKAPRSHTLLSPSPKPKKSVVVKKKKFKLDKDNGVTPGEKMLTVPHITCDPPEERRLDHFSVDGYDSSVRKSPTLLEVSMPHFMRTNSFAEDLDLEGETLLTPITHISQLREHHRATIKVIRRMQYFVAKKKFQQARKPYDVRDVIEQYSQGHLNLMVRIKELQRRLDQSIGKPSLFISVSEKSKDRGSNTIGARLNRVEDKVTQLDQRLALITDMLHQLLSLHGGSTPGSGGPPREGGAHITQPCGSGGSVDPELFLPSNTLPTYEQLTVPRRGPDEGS
hERG protect = hERG rescue from dofetilide block, primary screen, cell-based, CHO-hERG, FluxOR thallium flux, dofetilide IC70. activation (rescue from dofetilide block), less the hit threshold, % at 10 µM. dofetilide IC70 present. hit rate 0.51% among 310,000. Voltage-gated inwardly rectifying potassium channel KCNH2 (Homo sapiens), Q12809;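 active = activation above the mean of controls blocked by dofetilide plus 5 SD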;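 also: thallium influx through hERG after potassium depolarization seen as dye fluorescence rise; in these data hits start at about 4.7%; inactives centre near -7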
KCNQ1 pot = potentiators or activators of KCNQ1 channel, primary screen, cell-based, thallium flux, high-throughput | Potassium voltage-gated channel subfamily KQT member 1 (Homo sapiens), P51787 | CHO-K1 KCNQ1, thallium flux FluxOR fluorescence; active compounds read high | B-score at 10 µM | hit rate 0.35% among 310,000 | AID 2648, 2010;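 active = fluorescence ratio B-score, a plate-corrected score, at least three library SD, with initial intensity B-score within 5 SD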
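Assay system: CHO-K1 cells stably expressing KCNQ1; Medium: assay buffer with matched DMSO; Also added: K+/Tl+ depolarizing stimulus; Dosing: single dose; Timing: dye 90 min, compound 20 min, room temperature; Measured by: kinetic FluxOR thallium fluorescence, 10-s 1-Hz baseline, 110-s post-stimulus read; Read-out: peak-minus-minimum fluorescence over initial fluorescence, negative-control normalized, B-scored.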
ANO1 block = TMEM16A chloride channel inhibitors, primary screen, cell-based, HTS; Anoctamin-1 (Mus musculus), Q8BHY3; HEK293 TMEM16A/YFP iodide influx fluorescence, ionomycin; normalized B-score (activity score, 25-100; higher = stronger inhibition) at 10 µM; hit rate 1.2% among 310,000;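 active = ratio plate-corrected score three or more library SD toward inhibition, starting fluorescence score within five deviations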;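 also: score derived from kinetic fluorescence span divided by baseline fluorescence per well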
ANO1 activ = TMEM16A chloride channel activators or potentiators, primary screen, cell-based, HTS | Anoctamin-1 (Mus musculus), Q8BHY3 | HEK293 TMEM16A/YFP-H148Q/I152L, iodide quench fluorescence; active compounds read low | B-score at 10 µM | hit rate 0.3% among 340,000 | AID 623877, 2012;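 active = fluorescence-ratio B-score plate-corrected deviation score at least 3 library SD below zero, with starting fluorescence score within 5 deviations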;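 also: channel opened by trigger with iodide after compound preincubation; score built on the fluorescence ratio of max minus min over baseline; more negative score means more quench and so TMEM16A activation or potentiation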
HDAC3 inhib = HDAC3 deacetylase inhibitors, primary screen, biochemical, fluorescence, cell-free homogeneous. hit rate 0.15% among 320,000. inhibition, % at 8.3 µM. recombinant HDAC3, fluorogenic peptide/trypsin coupled; in the data active = inhibition above about 26%, passing the limit was not always enough
Target sequence (O15379 whole entry, looked up): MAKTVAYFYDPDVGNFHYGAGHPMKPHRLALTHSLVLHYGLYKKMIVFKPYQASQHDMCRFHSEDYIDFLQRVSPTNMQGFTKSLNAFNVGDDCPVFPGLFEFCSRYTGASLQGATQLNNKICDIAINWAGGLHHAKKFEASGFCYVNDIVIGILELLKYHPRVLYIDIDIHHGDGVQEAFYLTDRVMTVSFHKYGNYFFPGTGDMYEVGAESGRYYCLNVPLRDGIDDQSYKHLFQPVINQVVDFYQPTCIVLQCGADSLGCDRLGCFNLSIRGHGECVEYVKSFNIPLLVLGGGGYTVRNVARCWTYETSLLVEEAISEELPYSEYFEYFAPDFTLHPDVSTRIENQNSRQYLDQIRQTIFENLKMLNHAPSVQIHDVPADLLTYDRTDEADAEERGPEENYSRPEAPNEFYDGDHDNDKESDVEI
* marks the source's active call; other numbers are inactive results; i = inactive; nt = not tested or not shown. Not all compounds are listed, so the mix of outcomes need not match the whole.

SMILES | TRPC4 potent | Dyrk1A ADPGlo | KCNK9 block | KCNK3 inh | TRPC4 agonist | KCNQ1 inh | hERG protect | KCNQ1 pot | ANO1 block | ANO1 activ | HDAC3 inhib
COc1cc(OC)c(NC(=O)c2ccccc2F)cc1Cl | i | -2.8 | i | i | i | i | -12.7 | i | i | i | -11.7
CC(C)OC(=O)CSc1nc(-c2ccc(F)cc2)cc(C(F)(F)F)n1 | i | -8.4 | i | i | i | i | -3.8 | i | i | i | 2.8
Cc1cccc(-n2ncc3c(N4CCOCC4)ncnc32)c1 | i | 5.4 | i | i | i | i | -17.5 | i | i | i | 4.1
Cc1ccc(CSCC(=O)N2CCOCC2)cc1 | i | -2.7 | i | i | i | i | -11.1 | i | i | i | 4.7
CCc1cc(C(=O)N2CCCC(CO)(Cc3ccc(F)cc3)C2)n(C)n1 (stereo not drawn) | i | 0.4 | i | i | i | i | -5.8 | i | i | i | 5.2
Cc1cccc(C(=O)Nc2c(C(=O)N3CCN(C)CC3)cnn2-c2ccccc2)c1 | i | -9.8 | i | i | i | i | -7.6 | i | i | i | 5.1
COc1cc([N+](=O)[O-])cc(/C=N/NC(=O)C(C)Nc2cccc3ccccc23)c1O (stereo not drawn) | i | -3.6 | i | i | i | i | -5.4 | i | i | i | 1.3
Cc1cc(C(=O)CSc2nnc(Nc3ccccc3)s2)c(C)n1CC1CCCO1 (stereo not drawn) | i | -2.0 | i | i | i | i | -5.8 | i | i | i | -0.2
COc1ccc(N(C(=O)c2ccccc2)S(=O)(=O)c2cccs2)cc1 | i | 0.9 | i | i | i | i | -3.4 | i | i | i | 0.7
O=C(NCCO)C(=O)NCC1CCCN1S(=O)(=O)c1cccs1 (stereo not drawn) | i | 3.2 | i | i | i | i | -14.5 | i | i | i | -2.6
c1ccc2c(c1)[nH]c1nc3nncn3nc12 | i | 2.0 | i | i | i | i | 1.3 | i | i | i | -1.2
NC(=NCCc1ccccc1)c1cccc([N+](=O)[O-])c1 | i | -2.7 | i | i | i | 7* | -6.8 | i | i | i | -2.2
Cc1ccc2nc(Cc3ccc(N)cc3)[nH]c2c1 | i | 0.7 | i | i | i | i | -2.5 | i | i | i | 1.3
N#Cc1ccc(OCC(=O)OCCCOC(=O)COc2ccc(C#N)cc2)cc1 | i | 2.3 | i | i | i | i | -14.5 | i | i | i | 0.8
Cc1cc(-c2ccc(C)c(S(=O)(=O)NCc3cccc(Br)c3)c2)on1 | i | 0.9 | i | i | i | i | -9.3 | i | i | i | 4.6
OCC1(CC2CCCCO2)CCN(Cc2ccccc2-c2ccco2)CC1 (stereo not drawn) | i | 0.7 | i | i | 75* | i | -7.8 | i | i | i | -0.4
CC(C)c1cc(CNC(=O)C2CCC(=O)N(Cc3ccccc3F)C2)on1 (stereo not drawn) | i | -2.7 | i | i | i | i | -5.4 | i | i | i | 3.2
Cc1ccc(NC(=O)N2CCc3ccccc3C2)cc1 | i | 6.0 | i | i | i | i | -11.2 | i | i | i | 3.7
O=C(NNC(=S)NCc1ccccc1)c1ccccc1OC(F)F | i | 8.0 | i | i | i | i | -6.8 | i | i | i | 6.5
CCOc1ccc(/C=N/NC(=O)c2cc3c(OC)cccc3[nH]2)cc1 | i | 0.8 | i | i | i | i | -4.9 | i | i | i | -1.9
CC12CC3(C)CC(C)(C1)CC(C(=O)NC(=S)N1CCOCC1)(C2)C3 | i | 3.7 | i | i | i | 8* | -7.0 | i | i | i | -5.9
COC(=O)CNC(=O)C(CCSC)NC(C)=O (stereo not drawn) | i | 1.2 | i | i | i | i | -1.3 | i | i | i | -1.7
O=C1C2C3C=CC(CC3)C2C(=O)N1/N=C/c1ccc(O)c(O)c1 (stereo not drawn) | i | -3.4 | i | i | i | i | -3.4 | i | i | i | 3.3
Cc1cccc(NC(=O)NC2CCCCCCC2)c1 | i | -2.1 | i | i | i | i | -6.6 | i | i | i | 5.5
COc1ccc(-c2nc(NC(=O)c3n[nH]c(=O)c4ccccc34)sc2C)cc1 | i | nt | i | i | i | i | -11.1 | i | i | i | -1.2

Next records follow.
SMILES | TRPC4 potent | Dyrk1A ADPGlo | KCNK9 block | KCNK3 inh | TRPC4 agonist | KCNQ1 inh | hERG protect | KCNQ1 pot | ANO1 block | ANO1 activ | HDAC3 inhib
CN(C)CCCn1c(SCC(=O)Nc2sc3c(c2C#N)CCCC3)nnc1-c1ccncc1 | i | 7.4 | i | i | i | i | -7.8 | i | i | i | 7.6
Cn1cc(C(F)(F)F)nc1-c1ccc(OCC(O)CNCCOc2ccc(O)c(C(N)=O)c2)cc1 (stereo not drawn) | i | 13.5 | i | i | i | i | -7.3 | i | i | i | -3.6
CCOC(=O)CSc1nnc(-c2ccccc2)c(-c2ccccc2)n1 | i | 1.2 | i | i | i | i | -10.5 | i | i | i | 2.4
Cc1ccc(OCC(O)CN2CCOCC2)cc1C (stereo not drawn) | i | -3.5 | i | i | i | i | -2.4 | i | i | i | 4.1
Cn1ccc(C(=O)OCC(=O)Nc2ccccc2Cl)n1 | i | -3.2 | i | i | i | i | -8.1 | i | nt | i | nt
CN1C(=O)c2ccc(C(=O)NCc3ccccc3)cc2C1=O | i | -6.0 | i | i | i | i | -5.8 | i | i | i | -8.0
COC(=O)c1sc(NC(=O)/C=C/c2ccc(C)o2)nc1C | i | 5.7 | i | i | i | i | -5.9 | i | i | i | -5.9
CCOC(=O)c1cn2nc(Oc3ccc(OC)cc3)ccc2n1 | i | 0.7 | i | i | i | i | -8.9 | i | i | i | 0.2
OCCN(CCCn1c(C(F)(F)F)nc2ccccc21)c1nc(CN2CCCCC2)cs1 | i | 1.0 | i | i | i | i | -10.4 | i | i | i | 2.9
c1ccc(Oc2ccc(-c3ccnc4nc(N5CCOCC5)nn34)cc2)cc1 | i | -1.9 | i | i | i | i | -2.7 | i | i | i | -2.3
Oc1ccc(Cl)cc1-c1cc(-c2ccccc2Cl)[nH]n1 | i | 1.3 | i | i | i | i | -10.9 | i | i | i | 1.5
Cc1ccc(Sc2c(C#N)c(-c3ccccc3)nn2C)cc1 | i | -4.4 | -9.84* | i | i | 6* | -14.9 | i | i | i | 1.4
CCC1C(=O)N=C(SCC(=O)Nc2ccc(C(=O)OC)cc2)NC1=O (stereo not drawn) | i | -0.1 | i | i | i | i | -8.1 | i | i | i | 5.3
Cc1csc(NC(=O)CSc2nnc(-c3cccnc3)o2)n1 | i | -1.4 | i | i | i | i | -2.7 | i | i | i | 2.6
Cc1ccc(N(O)C(=O)NCCCCNC(=O)N(O)c2ccc(C)cc2)cc1 | i | 2.3 | i | i | i | i | -7.2 | i | i | i | 2.9
CCOC(=O)N1CCN(C(=O)C2CCN(C(=O)c3ccc(C(C)(C)C)cc3)CC2)CC1 | i | -5.5 | i | i | i | i | -8.1 | i | i | i | 0.6
O=S(=O)(c1ccccc1)N1CCN=C1SCc1ccc(Cl)c(Cl)c1 | i | 3.0 | i | i | i | i | -19.8 | i | i | i | -1.8
CCOC(=O)c1c(C)[nH]c(C(=O)OCC(=O)N(C)C2CCS(=O)(=O)C2)c1C (stereo not drawn) | i | -5.7 | i | i | i | i | -8.8 | i | i | i | -2.9
C=C(C)COc1ccc(-c2ncncc2-c2ccc(OC)cc2)c(O)c1 | i | 4.5 | i | i | i | i | -7.7 | i | i | i | 4.5
CCOc1cccc(OCCCCn2ccnc2)c1 | i | 6.0 | i | i | 43* | i | -6.4 | i | i | i | -7.5
O=C(CN1CCOCC1)NCCNS(=O)(=O)c1ccccc1 | i | -2.0 | i | i | i | i | -4.1 | i | i | i | -3.5
COC(=O)C1C(C(=O)OC)C1(c1ccccc1)c1ccccc1 (stereo not drawn) | i | -0.6 | i | i | i | i | -8.2 | i | i | i | -6.8
N#CC1=C2SC=C(c3ccc(Br)cc3)N2CCCC1=O | i | 3.0 | i | i | i | i | -8.5 | i | i | i | nt
COc1ccc(N(C(=O)CNC(=O)c2cccs2)C(C(=O)NCC2CCCO2)c2ccc(OC)c(OC)c2)cc1 (stereo not drawn) | i | -0.1 | i | i | i | i | -9.3 | i | i | i | 2.1
CCOc1cccc2sc(N(CCCN(C)C)C(=O)c3ccc(S(=O)(=O)N(C)CC4CCCO4)cc3)nc12 (stereo not drawn) | i | -2.5 | i | i | i | i | -6.6 | i | i | i | 1.2
Cc1ccc(CNC(=O)CC2Nc3c4ccccc4nc(=S)n3C2=O)cc1 (stereo not drawn) | i | nt | i | nt | i | i | -5.8 | i | i | nt | -1.8

An excerpt of these results, as labelled records:
CCOC(=O)c1cn2nc(Oc3ccc(OC)cc3)ccc2n1
  TRPC4 potent: i; Dyrk1A ADPGlo: 0.7; KCNK9 block: i; KCNK3 inh: i; TRPC4 agonist: i; KCNQ1 inh: i; hERG protect: -8.9; KCNQ1 pot: i; ANO1 block: i; ANO1 activ: i; HDAC3 inhib: 0.2
OCCN(CCCn1c(C(F)(F)F)nc2ccccc21)c1nc(CN2CCCCC2)cs1
  TRPC4 potent: i; Dyrk1A ADPGlo: 1.0; KCNK9 block: i; KCNK3 inh: i; TRPC4 agonist: i; KCNQ1 inh: i; hERG protect: -10.4; KCNQ1 pot: i; ANO1 block: i; ANO1 activ: i; HDAC3 inhib: 2.9
c1ccc(Oc2ccc(-c3ccnc4nc(N5CCOCC5)nn34)cc2)cc1
  TRPC4 potent: i; Dyrk1A ADPGlo: -1.9; KCNK9 block: i; KCNK3 inh: i; TRPC4 agonist: i; KCNQ1 inh: i; hERG protect: -2.7; KCNQ1 pot: i; ANO1 block: i; ANO1 activ: i; HDAC3 inhib: -2.3
